Rab9 promoter act = activates the Rab9 promoter; actives 2.8% (n = 320,000); Potency, µM (highest dose often 9.22 µM), for inactives: at the top dose activation, negative = inhibition, actives largely listed as activators; Huh7 Rab9 promoter-luciferase reporter, luminescence, 24 h; further: % of control where 0% means no effect; nearly all actives have a fitted effect of over 60% in size
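Luminescence from Amplite-detected luciferase (10 minutes, ambient) reports Rab9 promoter activation. Before that, stable Rab9-luciferase Huh7 cells (1500/well, reduced-serum OP-MEM I plus 10% FBS) were exposed to compound for 24 hours at 37C.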
RORgamma inh = inhibitors of mouse ROR gamma transcriptional activity. P51450. Drosophila S2 Gal4-RORgamma UAS-luciferase reporter, 20 h. Potency, µM (series often up to 53.6 µM), for the others: top-dose activity change, negative = inhibition, usual class: inhibitors. actives 5.4% (n = 310,000). AID 2551; further: on the % scale 0 is the no-effect control and ±100 the full control effect; nearly all actives have a fitted effect of over 60% in size
Target sequence (P51450 whole entry, looked up, the tested form may be a part): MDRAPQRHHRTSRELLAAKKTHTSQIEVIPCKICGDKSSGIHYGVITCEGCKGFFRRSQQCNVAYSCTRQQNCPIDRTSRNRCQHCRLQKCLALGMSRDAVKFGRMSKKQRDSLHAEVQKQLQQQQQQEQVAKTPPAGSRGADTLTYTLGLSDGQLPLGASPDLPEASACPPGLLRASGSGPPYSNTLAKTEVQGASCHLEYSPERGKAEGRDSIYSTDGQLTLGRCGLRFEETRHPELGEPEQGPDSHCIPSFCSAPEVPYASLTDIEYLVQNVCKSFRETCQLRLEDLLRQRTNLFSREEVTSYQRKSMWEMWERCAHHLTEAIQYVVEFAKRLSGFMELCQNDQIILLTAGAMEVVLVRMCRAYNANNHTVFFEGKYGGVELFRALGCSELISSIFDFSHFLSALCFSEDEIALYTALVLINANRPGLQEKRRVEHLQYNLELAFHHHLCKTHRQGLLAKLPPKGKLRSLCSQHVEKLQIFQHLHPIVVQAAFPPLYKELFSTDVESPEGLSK
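Using a luciferase readout, inhibitors were identified by reduced reporter activity in Drosophila cells coexpressing a copper-inducible Gal4–ROR gamma fusion and UAS-driven Photinus luciferase, incubated 20 hr after 700 uM copper sulfate.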
MBNL1 CUG block = inhibitors of human MBNL1 binding to CUG repeat RNA | Q9NR56 | TR-FRET MBNL1-His/biotin-(CUG)12 binding, 665/545 ratio | Potency, µM (doses to about 57.5 µM), inactives show top-dose activity change, negative = inhibition, actives largely listed as inhibitors | actives 0.036% (n = 280,000); active means well fitted inhibition curve with a large enough effect in the signal ratio, with a control signal flat, not every such curve was filed as active; inconclusive means small, poorly fitted or top-dose-only effect, or effect the other way, or a change in a side signal; inactive means no such curve, though single readings can be large or run the other way; the % refers to the signal ratio; further: on the % scale 0 is the no-effect control and ±100 the full control effect
Target sequence (Q9NR56 whole entry, looked up): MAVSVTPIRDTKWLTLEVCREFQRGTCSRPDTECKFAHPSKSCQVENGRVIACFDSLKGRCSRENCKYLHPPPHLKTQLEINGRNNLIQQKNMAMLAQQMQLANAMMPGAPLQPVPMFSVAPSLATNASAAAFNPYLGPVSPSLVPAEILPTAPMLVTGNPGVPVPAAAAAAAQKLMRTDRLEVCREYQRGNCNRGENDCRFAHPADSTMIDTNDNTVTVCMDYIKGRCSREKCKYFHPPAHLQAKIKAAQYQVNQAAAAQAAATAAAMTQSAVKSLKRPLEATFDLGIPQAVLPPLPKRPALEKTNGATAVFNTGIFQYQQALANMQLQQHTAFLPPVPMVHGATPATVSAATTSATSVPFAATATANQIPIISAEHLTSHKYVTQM
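Compounds (final 92 nM to 58 uM) are added to His-tagged MBNL1 and biotin-(CUG)12, then terbium anti-His antibody and streptavidin-XL665 (5 nM final). After 60 min at room temperature, the 665/545 nm ratio is read.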
MLL CXXC-DNA inh = MLL CXXC-DNA interaction inhibition; Potency, µM (doses to about 115 µM), inactives show at the top dose activity change, negative = inhibition, most hits filed as inhibitors; MLL-CXXC / FITC-HOXA9 DNA fluorescence polarization; actives 0.037% (n = 290,000); Q03164; active means well fitted inhibition curve with a large enough effect in the polarisation, with a control signal flat, not every such curve was filed as active; inconclusive means small, poorly fitted or top-dose-only effect, or effect the other way, or a change in a side signal; inactive means no such curve, though single readings can be large or run the other way; the % refers to the polarisation
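Fluorescence polarization: 7 uM MLL-CXXC (stock) preincubated 5 min with compounds, then 50 nM fluorescein-HOX-A9 DNA (stock) added; 30 min ambient. Buffer 50 mM Tris-HCl pH 7.5, 50 mM NaCl, 1 mM DTT, 0.05% BSA.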
VP16 counter = inhibits Gal4-VP16 luciferase reporter, ROR gamma counter-screen | Drosophila S2 Gal4-VP16 UAS-luciferase, luminescence, 20 h | Potency, µM (top dose mostly 53.6 µM), for the others: at the top dose activity, negative = inhibition, usual class: inhibitors | actives 3.5% (n = 310,000);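 further: Gal4-VP16 expression switched on by copper sulfate through the metallothionein promoter; on the % scale 0 is the no-effect control and ±100 the full control effect; nearly all actives have a fitted effect of over 50% in size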
p53 reactivator = re-activators of mutant p53; AID 504706; Potency, µM (series often up to 92.2 µM), for inactives: at the top dose activity change, positive = activation, actives largely listed as activators; actives 0.063% (n = 320,000); H1299 p53-A138V BP100-luciferase reporter, luminescence, 24 h; further: % of control where 0% means no effect; nearly all actives have a fitted effect of over 45% in size
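H1299 (p53-null), stable ts p53-A138V + BP100-Luc; 1000 cells/well, Opti-MEM/10% FBS; cpd 4 pt, 1:5; 24 h, 37 deg C, 5% CO2; detection reagent 10 min RT; luminescence.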
FLuc counter = inhibits or activates purified firefly luciferase, miR-21 counter-screen; purified FLuc, Km substrates, luminescence inhibition; Potency, µM (titrated, usually from 57.5 µM), without a hit: top-dose activity change, negative = inhibition, actives largely listed as inhibitors; actives 6.9% (n = 360,000);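 further: plate controls were vehicle for no effect and reference inhibitor for full effect; nearly all actives have a fitted effect of over 55% in size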
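Purified P. pyralis luciferase, 10 nM final, with Km-level 10 uM D-luciferin and 10 uM ATP in 50 mM Tris acetate pH 7.5, 10 mM Mg acetate, 0.01% Tween-20, 0.05% BSA; 6-point qHTS titration about 60 µM downward; luminescence read.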
ELG1 genotoxic = induces genotoxicity in HEK293T cells with luciferase-tagged ELG1. HEK293T ELG1-luciferase reporter, luminescence, 16 h. Potency, µM (titrated, usually from 46 µM), for inactives: top-dose activity change, positive = activation, hits mostly activators. actives 1.3% (n = 330,000). AID 504466; further: % of control where 0% means no effect; nearly all actives have a fitted effect of over 60% in size
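Luminescence read-out: rising ELG1-luciferase signal, reflecting elevated ELG1 protein under genetic stress, flags genotoxic compounds. Cells were treated for 16 hr at 37 °C before ONE-Glo detection.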
NPC1 promoter act = NPC1 promoter activation; Potency, µM (doses to about 9.22 µM), for the others: at the top dose activation, most hits filed as activators; Huh7 NPC1 promoter luciferase reporter, 24 h; actives 2.4% (n = 320,000); AID 485313;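 further: % of control where 0% means no effect; nearly all actives have a fitted effect of over 60% in size; reporter is driven by a mutant NPC1 promoter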
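Stable NPC1-promoter luciferase Huh7 line; cpd (DMSO) 24 h, 37 °C, 5% CO2; Amplite luciferase reagent 10 min RT; luminescence readout. qHTS format.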
BRCA1 expr act = BRCA1 expression activation | MCF7-BRCA1-FFLuc reporter, luminescence, 48 h; response scale: scaled: vehicle 0%, 10 µM genistein 100% | Potency, µM (series often up to 46.1 µM), without a hit: at the top dose activation, hits mostly activators | actives 1.1% (n = 380,000) | AID 624202; further: nearly all actives have a fitted effect of over 80% in size; some results filed as inactive show a strong effect at the top dose
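Reporter cells (MCF7, BRCA1 promoter-firefly luciferase) received library compounds across a concentration series for 48 h. End-point luminescence was measured and concentration-effect curves derived after normalization.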
uPA generation = blocks generation of uPA at the cell surface; Potency, µM (titrated, usually from 38.3 µM), for inactives: at the top dose activity change, negative = inhibition, most hits filed as inhibitors; AID 540303; actives 0.31% (n = 330,000); cell surface uPA generation assay, qHTS; active means well fitted inhibition curve with a large enough effect; inconclusive means small, poorly fitted or top-dose-only effect; inactive means no such curve, though single readings can be large or run the other way; tested in mouse RAW 264.7 cells; further: on the % scale 0 is the no-effect control and ±100 the full control effect; nearly all actives have a fitted effect of over 55% in size
Starred values were filed as active, the others as inactive; ? = inconclusive; nt = no result given; & = joins results of further samples; [ ] = another dose, or the depositor's remark. Unless noted, the call rests on the fitted dose curve; in most records, active means well fitted curve in the direction sought with a large enough effect; inconclusive means small, poorly fitted or top-dose-only effect, or another doubt; inactive means no such curve, though single readings can be large; an effect the other way counts as inactive or inconclusive. Potency means the concentration at half of the fitted maximal effect. An excerpt; count on the stated rates, not on these rows.

SMILES | Rab9 promoter act | RORgamma inh | MBNL1 CUG block | MLL CXXC-DNA inh | VP16 counter | p53 reactivator | FLuc counter | ELG1 genotoxic | NPC1 promoter act | BRCA1 expr act | uPA generation
Cc1csc(NC(=O)CSc2nncc(=O)n2N)n1 | 2% | -33% | 9% | -3% | ? | 1% | 4% | -7% | -2% | -9% | -4%
CCOc1ccc(OCC)c(NC(=O)C2CCCN(S(=O)(=O)c3ccc(C)cc3)C2)c1 (stereo not drawn) | -2% | 45% | -4% | 17% | -9% | 6% | 4%&-8% | -11% | 0% | -34% | 0%
CSCC[C@H](NC(=O)OC(C)(C)C)c1nnc(SCC=C(C)C)o1 | -5% | 11µM* | 2% | 4% | -20% | -1% | 2% | -5% | 18% | 7% | 5%
Cc1ccsc1C(=O)NC1CCCCC1C (stereo not drawn) | -4% | nt | nt | nt | nt | ? | -5% | 2% | 1% | 23% | -7%
COc1ccc(NC(=O)CO/N=C(\C)c2cccs2)cc1 | -2% | ? | -4% | -2% | ? | 9% | -19% | 1% | -1% | 19% | -9%
O=C(N/N=C/c1cccc(F)c1)c1c(O)c2c([nH]c1=O)CCCC2 | 2µM* | ? | nt | -5% | 11% | ? | ? | ? | 1.6µM* | ? | 1%
CC(=O)c1c(C)[nH]c(C(=O)OC2CCOC2=O)c1C (stereo not drawn) | 2% | -21% | 7% | 6% | -5% | 1% | 5%[2.3 µM] | 0% | -2% | -17% | -5%
CCNC(=S)NNC(=O)c1ccccn1 | 1% | 8.9µM* | -4%[11.5 µM] | -1% | ? | 20% | -2% | -4% | -1% | -29% | -12%
CC1CCN(C(=O)Cn2c(=O)n(Cc3ccc4c(c3)OCO4)c(=O)c3ccccc32)CC1 | 0% | 17% | -3% | 3% | 2% | 2% | ? | 12% | -4% | 13% | -5%
CSC1=NCCN1C(=O)c1ccc(S(=O)(=O)N2CCCCC2)cc1 | 4% | 9% | ? | 4% | -1% | 6% | -1% | 1% | -2% | -4% | -4%
CCOC(=O)c1cc(-c2ccc(OC)cc2)nc2c1c(C)nn2CCC#N | -14% | -6% | ? | -7% | -1% | -5% | 0% | -18% | 8% | -27% | -3%
CCN(C(=O)C1CCCN(c2ncnc3c2nc2n3CCCCC2)C1)c1cccc(Cl)c1 (stereo not drawn) | -7% | ? | -26% | -2% | 5% | -6% | 2%&7% | -9% | -4% | -71% | 0%
O=C(O)c1ccc(C2NCC(c3ccccc3Cl)c3c2[nH]c2ccccc32)cc1 (stereo not drawn) | -5% | 4% | 0% | -22% | 4% | 5% | -10% | -1% | 2% | 17% | 22%
Cc1ccccc1OCC(=O)Nc1cccc(S(=O)(=O)NC2=NCCC2)c1 | 16% | nt | nt | nt | nt | ? | 2.1µM* | 9% | 13% | 50% | ?
O=C(c1ccc(Nc2cccc(C(F)(F)F)c2)nc1)N1CCCC1 | 0% | ? | -8% | -11% | -6% | -6% | -7% | 1% | 10% | 7% | 7%

Two entries from above, reformatted.
Second line of a record: Rab9 promoter act, RORgamma inh, MBNL1 CUG block, MLL CXXC-DNA inh, VP16 counter, p53 reactivator, FLuc counter, ELG1 genotoxic, NPC1 promoter act, BRCA1 expr act, uPA generation
O=C(N/N=C/c1cccc(F)c1)c1c(O)c2c([nH]c1=O)CCCC2
  2µM*, ?, nt, -5%, 11%, ?, ?, ?, 1.6µM*, ?, 1%
CC(=O)c1c(C)[nH]c(C(=O)OC2CCOC2=O)c1C (stereo not drawn)
  2%, -21%, 7%, 6%, -5%, 1%, 5%[2.3 µM], 0%, -2%, -17%, -5%

(list continues)
SMILES | Rab9 promoter act | RORgamma inh | MBNL1 CUG block | MLL CXXC-DNA inh | VP16 counter | p53 reactivator | FLuc counter | ELG1 genotoxic | NPC1 promoter act | BRCA1 expr act | uPA generation
Cc1ccc(-n2c(O)c(C=Nc3ccc(S(=O)(=O)Nc4ncccn4)cc3)c3ccccc3c2=O)cc1C | -9% | 1% | -4% | 25% | -12% | -1% | -1% | 0% | -4% | -4% | 0%
CCCCOCCCNc1ncnc2c1[nH]c1ccccc12 | -22% | ? | -8% | 1% | 10µM* | -8% | ? | -13% | -11% | -72% | nt
COc1ccc(CNC(=O)CSCc2cccc(Cl)c2)cc1 | -1% | 8% | -4% | 30%[activator] | -3% | -8% | 2% | 0% | -1% | 28% | 4%
CC1CC2(CCCC2)N(C(=O)c2ccccc2)Cc2ccccc21 (stereo not drawn) | 1% | 38% | nt | -8% | 3% | -5% | 2% | -5% | 2% | -39% | ?
COc1ccc(CC(NC(C)=O)C(=O)NC2CCN(C(=O)C3CC3)CC2)cc1OC (stereo not drawn) | -1% | 0% | 4% | 1% | -5% | 3% | 2% | 0% | -2% | -9% | 6%
O=c1n(Cc2ccccc2F)c2ccccc2n1Cc1ccccc1F | 2% | -11% | ? | 2% | 5% | -1% | 0% | -2% | -5% | -46% | -1%
Cn1c(NCc2ccc(Cl)cc2)nc2ccccc21 | 3.5µM* | -37% | -5% | ? | -10% | 6% | 9.5µM* | ? | 2.5µM* | 4.5µM* | -2%
O=C(CO/N=C/c1c(Cl)cccc1Cl)NNC(=O)c1cccc(Cl)c1 | -1% | -16% | -9% | -1% | 2% | -5% | -2% | 0% | -1% | 4% | 0%
O=C(O)CCC(=O)N1CCN(c2nc(-c3ccccc3)c3ccccc3n2)CC1 | -12% | 37% | 15% | 1% | 1% | 3% | 1% | 3% | -2% | -31% | -20%
O=C(CCS(=O)(=O)c1ccc2c(c1)NC(=O)CS2)NCc1cccs1 | 0% | 14% | -7% | -2% | 1% | 0% | 1% | 0% | -1% | 6% | 5%
Oc1ccc(/C(Cc2ccc3ccccc3n2)=N\Nc2ccccc2)c(O)c1 | ? | 8% | 15% | 3% | 3% | 22% | ? | ? | 1% | -34% | nt
COc1ccccc1CCNC(=O)CNC(=O)c1ccc2ccccc2c1 | -5% | -21% | 3% | 11% | 2% | -2% | -15% | 0% | -3% | -7%&-21% | -2%
Cc1ccc(N2C(=O)NC(NS(=O)(=O)c3ccccc3)(C(F)(F)F)C2=O)cc1 (stereo not drawn) | 0% | 2% | -6% | 7% | -3% | -2% | 2% | -1% | 2% | 10% | 4%
O=C(Cn1nc(-c2ccccc2)ccc1=O)NCc1ccc2c(c1)OCO2 | 7% | -10% | -7% | 5% | 1% | 27% | 1% | 0% | -3% | 2% | 3%
COc1ccc(C(=O)/C=C/Nc2ccc(C)cn2)cc1OC | 1.6µM* | ? | ? | 4% | -27% | ? | 8.5µM* | ? | 2.2µM* | ? | -19%
O=C(Nc1cccc(F)c1)c1ccc(-c2ccccc2C(F)(F)F)o1 | 3% | 11% | -12% | 7% | 18% | ? | ? | 9% | -4% | nt | nt
Cc1c(O[C@@H]2O[C@H](CO)[C@@H](O)[C@H](O)[C@H]2O)ccc2c1oc(=O)c1ccccc12 | -13% | 1% | 2% | -4% | 0% | 12% | 0% | 5% | -1% | ? | -13%
CC(=O)NNS(=O)(=O)c1ccc(-c2cc(C(F)(F)F)n(C)n2)s1 | -2% | ? | nt | 1% | -19% | 2% | 0% | 1% | 9% | -2% | -7%
Cc1cc(NS(=O)(=O)c2ccc(NC(=O)CCCOc3cccc(C)c3C)cc2)no1 | -4% | ? | 2% | 16% | -9% | 4% | 0% | 13% | -2% | -8% | 2%
O=c1[nH]c2cc3c(cc2cc1CN(CCc1ccccc1)Cc1nnnn1CC1CCCO1)OCO3 (stereo not drawn) | 1% | -20% | ? | -9% | 16% | -5% | 1% | -6% | -1% | -19% | nt
COc1ccc(NC(=O)CCCSc2ccccc2)cc1 | 1% | 12% | 0% | -2% | -8% | 3% | -8% | 4% | 2% | 0% | 1%
O=C(COC(=O)C1CC(=O)N(C2CCCCC2)C1)c1ccc(F)cc1 (stereo not drawn) | -7% | -6% | 6% | 2% | -9% | 8% | 4% | -1% | -2% | 4% | -14%
N#CCCN1CCN(C(=S)c2ccc(-c3cccc(Cl)c3)o2)CC1 | ? | -4%[10 µM] | ? | -1% | 2% | 4% | 19µM* | ? | 22% | 10µM* | -7%
Cn1c(Sc2ccc(Cl)cc2)c(C=O)c2ccccc21 | -2% | 19% | 23% | -7% | -3% | -13% | 5% | -10% | 0% | -59% | -6%
Cc1c(C(=O)OCC(=O)c2c(N)n(CC(C)C)c(=O)n(C)c2=O)oc2ccccc12 | -8% | ? | -17% | 2% | -8% | -21% | 1% | -2% | -10% | -51% | 6%
Cn1c(N)c(C(=O)COC(=O)C(Cc2ccccc2)NC(=O)c2ccccc2)c(=O)n(C)c1=O (stereo not drawn) | -4% | 1% | -3% | 1% | 4% | -3% | -6% | 0% | -2% | -10% | nt
